SRC3 TRFRET art: TR-FRET artefact, counter-screen to PPARgamma/SRC-3 agonist assay; PPARgamma/SRC-3 format; hits give high values; TR-FRET ratio at 8 µM; hit rate 0.39% among 99,000; AID 1048; in the data active = TR-FRET ratio above about 2000; note: inactives centre near 1600; reference of the scale not given here
SRC1 TRFRET art: flags TR-FRET format artefacts in PPARgamma SRC-1 recruitment agonist screen. TR-FRET detection artefact counter-screen, emission ratio; hits give high values. TR-FRET ratio at 8 µM. hit rate 0.34% among 99,000; in the data active = TR-FRET ratio above about 2300; note: inactives centre near 1800; reference of the scale not given here
Numbers without * were called inactive; & = joins results of further samples.

no.	mol	SRC3 TRFRET art	SRC1 TRFRET art
1	O=C(Cc1ccc(Nc2nc(=S)[nH]c3ccccc23)cc1)NC1CCCCC1	1448	1757
2	O=C(N/N=C/c1ccc[nH]1)c1ccc(O)cc1	1659	1829
3	CCCSC1=NN2CCCC(=O)N=C2S1	1606	1647
4	O=C(Nc1ccc2c(c1)OCO2)C1CCCN1C(=O)Nc1cccc(F)c1 (centres undefined)	1697	1949
5	COCC(=O)NNC(=O)Cc1ccc(Cl)cc1	1748	1871
6	CCOC(=O)N/N=C(\C)c1ccc(C)o1	1608	2073
7	CN(C)/C(Cn1cncn1)=C1/N=C(c2c(F)cccc2F)OC1=O	1481	2085
8	Cc1ccc(C(=O)Nc2ccc(Cl)cc2C)c(Cl)c1	1667	1864
9	Cc1ccc(C2(c3noc(CN(C)CC4CCCCO4)n3)CCCC2)cc1 (centres undefined)	1526	1788
10	O=S(=O)(Nc1ccc(-c2csc(-c3ccccc3)n2)cc1)c1ccccc1	1559	1764
11	CC(C)(C)C(=O)NC1(C(F)(F)F)NC(=O)N(c2ccc(F)cc2)C1=O (centres undefined)	1554	1873
12	COc1ccc(OCC2CCCN(Cc3nc(CC4CC4)no3)C2)cc1 (centres undefined)	1568	1776
13	COc1ccc2cc(C(=O)NCc3ccco3)c(=Nc3ccc(C(=O)O)cc3)oc2c1	1392	1798
14	CC(C)c1ccc(NC(=S)NN2CCN(C)CC2)cc1	1364	1892
15	COCCn1c(C)cc(C(=O)COC(=O)c2ccc[nH]c2=O)c1C	1569	1655
16	COc1cccc(C(=O)Cn2c(=O)n(CCC(=O)NCC3CCCO3)c(=O)c3cc(OC)c(OC)cc32)c1 (centres undefined)	1688	1916
17	Cc1cc(-c2ccc(C(=O)O)s2)cnc1N	1521	2056
18	COc1ccc(CC(=O)NCC(c2ccc(OC)cc2)N(C)C)cc1 (centres undefined)	1660	1981
19	O=C(NNC(=S)NC(=O)c1ccccc1[N+](=O)[O-])c1ccccc1Cl	1521	1834
20	S=c1[nH]nc(C2CCCCC2)n1/N=C/c1ccncc1	1619	2082
21	C=CCn1c(CCC(O)COCCC)n[nH]c1=S (centres undefined)	1335	1725
22	Cc1noc(/C=C/N(C)C)c1S(=O)(=O)N1CCC(C(=O)O)CC1	1536	1872
23	COc1ccccc1C(=O)NCc1ccccn1	1590	1776
24	CC(C(=O)NCCCc1ccccc1)c1ccc([N+](=O)[O-])cc1 (centres undefined)	1871	1799
25	Cc1nnc(NC(=O)CSc2nnc(Cc3cccn3C)n2-c2cccc(C(F)(F)F)c2)s1	1610	1627
26	COc1ccc(Cl)cc1NC(=O)CNCC(c1ccccc1)N(C)C (centres undefined)	1546	1922
27	Cc1cccc(Nc2ccc(C(=O)N3CCOCC3)cn2)c1	1601	2076
28	CCN(CCn1cccn1)C(=O)CC1C(=O)NCCN1Cc1ccc(F)c(F)c1 (centres undefined)	1450	1720
29	CCOc1cc(/C=N/OC(C)=O)ccc1OCc1ccccc1	1551	1850
30	CN1C(=O)/C(=C\c2ccncc2)SC1=Nc1ccccc1	1402	1691
31	Cn1c(=O)cc(OCC(=O)N2CCN(c3ccccc3F)CC2)c2ccccc21	1825	1957
32	Cc1ccc(C(=O)NC(=S)Nc2ccc(NC(=O)c3cccs3)cc2)cc1[N+](=O)[O-]	1836	2028
33	O=C(COC(=O)c1cc[n+]([O-])cc1)Nc1ccccc1Cl	1522	1756
34	CN(C)CCCNc1ncc(C(F)(F)F)cc1Cl	1572	1554
35	CCN(Cc1ccccc1)S(=O)(=O)c1cc(C(=O)O)ccc1OC	1496	1550
36	COCC(C)NC(=O)C(C)Oc1ccccc1 (centres undefined)	1810	1827
37	Cc1cc(=O)oc2cc(OCc3ccc(C(=O)N4CCN(c5ccc([N+](=O)[O-])cc5)CC4)cc3)ccc12	1502	1613
38	COc1ccc(NC(=O)C2CCCN2C(=O)OCc2ccccc2)c(OC)c1 (centres undefined)	1846	1744
39	Cc1cc(N)n(Cc2ccc(Cl)cc2)n1	1525	1527
40	O=C(Nc1ccc2c(c1)C(=O)NC2=O)c1ccc2ncsc2c1	1603	2004
41	O=C(Cc1ccccc1)NNc1c2ccccc2nc2ccccc12	1496	1785
42	CN(Cc1ccccc1)c1ccc([N+](=O)[O-])cc1C(=O)O	1639	1674
43	Cc1cc(C)nc(N2CCCC(CCC(=O)NCc3ccc(F)c(F)c3)C2)n1 (centres undefined)	1419	1320
44	Cc1ccc(-n2c(C)nn(CC#N)c2=O)cc1	1807	2007
45	Cc1cc(NC(=O)CSc2nc3c(cc2C#N)CCCCC3)no1	1618	1933
46	Cc1ccccc1NC(=O)CSc1nc(N)c2c3c(sc2n1)CSC(C)(C)C3	1187	1541
47	COc1ccc(S(=O)(=O)N2CCCC2)cc1C(C)C	1618	1776
48	O=C(NCC1CCCO1)C(=Cc1cccc([N+](=O)[O-])c1)C(=O)NCC1CCCO1 (centres undefined)	1525	1623
49	CCNc1nc(NCC)n2c(SCC(=O)Nc3ccc(C(F)(F)F)cc3[N+](=O)[O-])nnc2n1	1687	1662
50	O=C(c1cnn2c(C(F)(F)F)cc(-c3cccs3)nc12)N1CCOCC1	1688	1986
51	COc1ccc(C(c2sc3nc(C)nn3c2O)N2CCc3ccccc3C2)cc1 (centres undefined)	1536	1812
52	CC(C)(C)NC(=O)c1ccc2c(c1)C1C3CCC(C3)C1C(c1ccccc1)N2 (centres undefined)	1764	1876
53	N#Cc1c(-c2ccco2)ccn(Cc2ccc(F)cc2)c1=O	1603	1731
54	CCOC(=O)COc1cc(-n2c(=S)[nH]c3ccccc3c2=O)c(Cl)cc1Cl	1710	2029
55	CN(C)C(=O)c1ccc(N/C=C(\C=O)c2nc3ccccc3o2)cc1	1544	1862
56	COc1ncccc1-c1nnn(-c2ccc(F)cc2)n1	1554	1670
57	O=C(CN1C(=O)S/C(=C/c2cccnc2)C1=O)N1CCOCC1	1161	1732
58	COc1ccc(N2CCN(C(=O)C(=O)c3c(C)n(C)c4ccccc34)CC2)cc1	1385	1570
59	CCc1nnc(N2C(=N)SCC2=O)s1	1644	1528
60	O=C(NN(C(=O)C1CC1)c1nc2ccccc2s1)C1CC1	1421	1743

Grouped by structure, those above with a CF3 group.
no.	mol	SRC3 TRFRET art	SRC1 TRFRET art
11	CC(C)(C)C(=O)NC1(C(F)(F)F)NC(=O)N(c2ccc(F)cc2)C1=O (centres undefined)	1554	1873
25	Cc1nnc(NC(=O)CSc2nnc(Cc3cccn3C)n2-c2cccc(C(F)(F)F)c2)s1	1610	1627
34	CN(C)CCCNc1ncc(C(F)(F)F)cc1Cl	1572	1554
49	CCNc1nc(NCC)n2c(SCC(=O)Nc3ccc(C(F)(F)F)cc3[N+](=O)[O-])nnc2n1	1687	1662
50	O=C(c1cnn2c(C(F)(F)F)cc(-c3cccs3)nc12)N1CCOCC1	1688	1986

Other compounds:
no.	mol	SRC3 TRFRET art	SRC1 TRFRET art
61	CC(OC(=O)c1ccccc1O)C(=O)Nc1ccc(Cl)cn1 (centres undefined)	1396	1477
62	COc1cc2c(cc1OC)C(C(=O)N1CCCCC1)C(c1ccccc1F)N(C)C2=O (centres undefined)	1474	2021
63	CC1(C)Cc2nc(Cl)c(C#N)cc2CO1	1616	1835
64	CC1CCC(C(C)C)C(OC(=O)Cn2c(-c3ccc(Br)cc3)[n+](C)c3ccccc32)C1 (centres undefined)	1491&1698	1808&1965
65	CCCCN(CCCC)c1ncnc2nc[nH]c12	1811	1905
66	O=C(CCS(=O)(=O)c1ccccc1)Nc1ccc2c(c1)OCO2	1477	1920
67	Cc1ccc(Cn2nc(C)c(NC(=O)c3noc4c3CCCCC4)c2C)cc1	1379	1771
68	CCCc1nc2oc3c(=O)[nH]cnc3c2c2c1CCCC2	1653	1921
69	CC(=O)Nc1ccc(/C=C/c2ccc3c([N+](=O)[O-])cccc3n2)cc1	1711	1793
70	O=C(c1cccc2ccccc12)N1CCN(c2ccc([N+](=O)[O-])c(N3CCOCC3)c2)CC1	1529	1710
71	O=C1CC(NC(=O)C(F)(F)F)c2cc3c(cc21)OCO3 (centres undefined)	1515	1566
72	COc1cccc(CN2CCNC(=O)C2CC(=O)N(C)CCc2ccccn2)c1OC (centres undefined)	1513	1554
73	Cc1ccccc1Cn1cc(NC(=O)CCCn2nc([N+](=O)[O-])cc2C)cn1	1514	1704
74	C/C(CC(=O)N(C(C)C)C(C)C)=N\NC(=O)COc1ccc(Br)cc1Br	1315	1717
75	COC(=O)CCN(C(=O)c1cc([N+](=O)[O-])cc([N+](=O)[O-])c1)c1ccccn1	1511	1843
76	O=C(O)c1ccccc1/C=N/N1CCN(C2c3ccccc3-c3ccccc32)CC1	1672	1708
77	CCC1CCCCN1C(=O)COc1ccccc1NC(C)=O (centres undefined)	1445	1929
78	O=C(C1=C[C@@H](c2ccc3c(c2)OCO3)C[C@@H](OCc2ccc(CO)cc2)O1)N1CCOCC1	1530	1766
79	COc1ccccc1C(=O)N1CCN(c2nc3cc(C)c(C)cc3cc2C#N)CC1	1641	1935
80	COc1cc(NC(=O)COC(=O)c2ccc(S(=O)(=O)N3CC(C)CC(C)C3)cc2)c(C)cc1[N+](=O)[O-] (centres undefined)	1577	1849
81	O=C(NC1CCCCC1)N1CCN(c2nc(-c3ccccc3)cs2)CC1	1394	2032
82	O=C(NC(c1ccccc1)c1ccccc1)N1CCOCC1	1448	1791
83	CCOC(=O)N1CCc2c(sc(NC(=O)CN3CCOCC3)c2C(=O)Nc2ccccc2)C1	1782	1916
84	COc1ccc(C(=S)N2CCOCC2)cc1OC(=O)c1cccc([N+](=O)[O-])c1	1610	1888
85	CCOC(=O)c1cnc(-n2nc(C)cc2C)nc1NC(C)c1ccccc1 (centres undefined)	1594	1656
86	CCN(CC)S(=O)(=O)c1cccc(C(=O)N/N=C/c2ccc(N3CCOCC3)cc2)c1	1549	1975
87	CC(C)(C)OC(=O)C(C(=O)OC(C)(C)C)c1ccc(Cl)nn1	1519	1843
88	Cc1ccc(C(=O)Nc2ncc(Cc3ccc(SC(F)F)cc3)s2)cc1	1522	1877
89	CCn1c(SCC(=O)NCc2ccc(F)cc2)nc2c(c1=O)SC(C)C2 (centres undefined)	1382	1772
90	Cc1ccc(NC(=O)/C=C\C(=O)NCC(=O)O)cc1C	1577	1657

Filtered by structure, the entries above containing an aryl thioether with sulfur outside any ring.
no.	mol	SRC3 TRFRET art	SRC1 TRFRET art
25	Cc1nnc(NC(=O)CSc2nnc(Cc3cccn3C)n2-c2cccc(C(F)(F)F)c2)s1	1610	1627
45	Cc1cc(NC(=O)CSc2nc3c(cc2C#N)CCCCC3)no1	1618	1933
46	Cc1ccccc1NC(=O)CSc1nc(N)c2c3c(sc2n1)CSC(C)(C)C3	1187	1541
49	CCNc1nc(NCC)n2c(SCC(=O)Nc3ccc(C(F)(F)F)cc3[N+](=O)[O-])nnc2n1	1687	1662
88	Cc1ccc(C(=O)Nc2ncc(Cc3ccc(SC(F)F)cc3)s2)cc1	1522	1877
89	CCn1c(SCC(=O)NCc2ccc(F)cc2)nc2c(c1=O)SC(C)C2 (centres undefined)	1382	1772

Continuation:
no.	mol	SRC3 TRFRET art	SRC1 TRFRET art
91	CCc1cccc(C)c1NC(=O)CN(C)Cc1cccc(F)c1	1449	1440
92	CCOC(=O)/C(=N\Nc1cc(Cl)ccc1Cl)N1CCOCC1	1514	1894
93	O=C(CN1C(=O)CSc2ncccc21)N1CCOCC1	1594	1917
94	CCCC(=O)NC(c1ccc(N(C)C)cc1)c1c(O)ccc2ccccc12 (centres undefined)	1789	1861
95	CC(=O)N1N=C(c2ccc(Br)cc2)CC1c1cn(C)c2ccccc12 (centres undefined)	2275*	2488*
96	CN(C)CCNc1ccc(-c2nn(C)c(=O)c3ccccc23)cc1[N+](=O)[O-]	1453	1831
97	CCSc1nc(N)c2c3c(sc2n1)CN(C)CC3	1623	1383
98	CCc1c(C)sc(NC(=O)Cn2nc(C)c([N+](=O)[O-])c2C)c1C(N)=O	1465	1638
99	O=C(COc1ccccc1)Nc1ccc(N2CCN(C(=O)c3ccco3)CC2)cc1	1506	1694
100	C=CCn1c(SCc2cc(=O)n3cc(C)ccc3n2)nnc1-c1cccc(C)c1	1501	1878
101	Cc1ccc2nc3nc(NCC4CCCO4)c(C(=O)NC4CCCCC4)cc3c(=O)n2c1 (centres undefined)	1643	1665
102	CN(CCO)c1cc(N2CCN(C(=O)c3ccco3)CC2)c2nonc2c1[N+](=O)[O-]	1463	1587
103	NNC(=O)CN(CCc1ccccc1)S(=O)(=O)c1ccc(Cl)cc1	1712	1882
104	Oc1cccc(/C=N/Nc2cc(N3CCCC3)nc(N3CCCC3)n2)c1	1627	1641
105	Cc1cc(NC(=O)Cc2csc(-c3ccccc3)n2)ccc1Br	1705	1809
106	CCOc1ccc(/C=C2\N=C(c3cccs3)OC2=O)cc1OC	1331	1582
107	COc1ccccc1N1CCN(C(=O)c2cc3n(n2)C(C(F)(F)F)CC(c2ccco2)N3)CC1 (centres undefined)	1649	1705
108	CCOc1ccc(NC(=O)CCC(=O)c2ccc(-c3ccccc3)cc2)cc1	1630	1866
109	COc1ccccc1NC(=O)COc1ccc(Br)cc1CNCCCN1CCOCC1	1525	1656
110	O=C(NCCc1ccc2c(c1)OCCO2)c1ccccc1F	1683	1977
111	CC(C)OP(=O)(OC(C)C)C(O)c1ccc2c(c1)OCO2 (centres undefined)	1621	1791
112	CC1CC(=O)N(CC(=O)Nc2ccc3c(c2)OCO3)c2ccccc2S1 (centres undefined)	1583	1949
113	O=C(O)CCc1nc2cc(Cl)ccc2n(Cc2ccccc2)c1=O	1675	1564
114	Fc1ccc(NC(=S)Nc2nccs2)cc1	1620	2038
115	CCC1C(=O)Nc2ccccc2N1C(=O)c1ccc(Cl)nc1 (centres undefined)	1601	1882
116	Cc1cc(S(=O)(=O)NCC(C)C)ccc1OCC(=O)NCc1ccco1	1699	1844
117	COC(=O)CN1C(=O)C(O)(CC(=O)c2ccc(Cl)cc2)c2ccccc21 (centres undefined)	1484	1462
118	CNc1nc(OCC#N)nc(N2CCCCC2)n1	1661	1788
119	COc1cc(/C=C/C(=O)O)cc(S(=O)(=O)Nc2cccc(SC)c2)c1OC	1642	1721

Bioassay records from PubChem BioAssay.

An excerpt, so the mix of outcomes need not match the whole.
